Rhodamine fluor: qHTS Assay for Spectroscopic Profiling in Rhodamine Spectral Region; actives 0.05% (n = 59,000); max dye-equivalent concentration, M; Rhodamine-region fluorescence, 547/598 nm, Tris buffer; hits give high values; in the data active means max dye-equivalent concentration above about 11 nM; inconclusive means between about 1.1 nM and that limit
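Intensities are converted to rhodamine-equivalent concentration using a six-point rhodamine standard on each plate. Compounds sit 15 min at room temperature in 100 mM Tris buffer, pH 8.0; read uses the 547/598 nm excitation/emission pair.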
Hsp90 Hop PPI: qHTS Assay for Disrupters of an Hsp90 Co-Chaperone Interaction; Hsp90 C-terminal peptide / TPR2A (Hop) interaction, human; AlphaScreen TPR2A-His6 binding biotin-Hsp90 C-terminal peptide; Potency, µM (series often up to 57 µM), for the others: at the top dose activity change, negative = inhibition; actives 0.44% (n = 71,000); AID 595, 2007; active means well fitted curve in either direction with a large enough effect; inconclusive means small, poorly fitted or top-dose-only effect, or another doubt; further: potency means the concentration at half of the fitted maximal effect; on the % scale 0 is the no-effect control and ±100 the full control effect; many of its hits are not listed in these tables
Pol III holo inh: qHTS Assay for Inhibitors of DNA Polymerase III Holoenzyme System; AID 603, 2007; Potency, µM (titrated, usually from 57.1 µM), without a hit: top-dose activity change, negative = inhibition; reconstituted DNA polymerase III holoenzyme replication, biochemical; actives 0.25% (n = 71,000); further: potency means the concentration at half of the fitted maximal effect; on the % scale 0 is the no-effect control and ±100 the full control effect
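Reconstituted *E. coli* holoenzyme (0.35 nM Pol III, 1 nM beta, 154 nM SSB, 2 nM primase) was preincubated with compound for 15 min at RT. Synthesis on 1.4 nM ssM13Gori ran 35 min, then was stopped with PicoGreen/EDTA and read as dsDNA fluorescence.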
HADH2 inh: qHTS Assay for Inhibitors of HADH2 (Hydroxyacyl-Coenzyme A Dehydrogenase, Type II) | recombinant HADH2, NADH fluorescence, beta-hydroxybutyryl-CoA | Potency, µM (series often up to 57.1 µM), for the others: top-dose activity change, negative = inhibition, most hits filed as inhibitors | actives 3.4% (n = 73,000) | 3-hydroxyacyl-CoA dehydrogenase type-2 (Homo sapiens), Q99714; further: potency means the concentration at half of the fitted maximal effect; on the % scale 0 is the no-effect control and ±100 the full control effect; nearly all actives have a fitted effect of over 60% in size; many of its hits are not listed in these tables
Target sequence (Q99714 whole entry, looked up, one chain of several): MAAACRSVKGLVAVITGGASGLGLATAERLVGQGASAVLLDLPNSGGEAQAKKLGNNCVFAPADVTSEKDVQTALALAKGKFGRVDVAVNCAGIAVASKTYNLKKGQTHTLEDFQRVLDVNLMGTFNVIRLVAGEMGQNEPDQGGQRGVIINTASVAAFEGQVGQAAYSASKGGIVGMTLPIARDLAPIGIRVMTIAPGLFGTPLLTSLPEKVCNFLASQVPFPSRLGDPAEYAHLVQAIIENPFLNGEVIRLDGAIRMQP
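Read-out: 360 nm excitation, 450 nm emission, kinetic over 4 min. Conditions: His-tagged human HADH2 20 nM, pH 9.0 Tris with Tween-20, 1 mM NAD+, 90 uM beta-hydroxybutyryl-CoA.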
CRE-bla Fsk: Cell signaling CRE-BLA (Fsk stim) | actives 2.5% (n = 71,000) | CHO CRE-bla reporter (cAMP response element driving beta-lactamase), forskolin EC10, beta-lactamase ratio | Potency, µM (doses to about 38.2 µM), for inactives: at the highest dose activity change, negative = inhibition, most hits filed as activators; active means well fitted activation curve with a large enough effect in the signal ratio, with a control signal flat, not every such curve was filed as active; inconclusive means small, poorly fitted or top-dose-only effect, or effect the other way, or a change in a side signal; the % refers to the signal ratio; further: potency means the concentration at half of the fitted maximal effect; % of control where 0% means no effect
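Modulation of forskolin signalling: compounds in titration series added with EC10 NKH 477 to CHO cells carrying a CRE-driven beta-lactamase reporter, 3 h, 37C. CCF4 FRET ratio (460/530 nm, ex 405 nm) gives %activity and AC50.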
ERK AVP inh: qHTS Assay for Inhibitors of the ERK Signaling Pathway using a Homogeneous Screening Assay | HEK293-V1b, vasopressin-stimulated pERK AlphaScreen | actives 0.99% (n = 72,000) | Potency, µM (series often up to 57.5 µM), inactives show at the top dose activity, negative = inhibition, usual class: inhibitors; further: potency means the concentration at half of the fitted maximal effect; on the % scale 0 is the no-effect control and ±100 the full control effect; nearly all actives have a fitted effect of over 55% in size
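Overnight-seeded V1b-HEK293 cells in 1% FBS got compound, then vasopressin (25 nM final, 5 min, 37C), then lysis buffer. AlphaScreen detection of phospho-ERK; activity normalized to basal and full-stimulation controls.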
Texas Red fluor: qHTS Assay for Spectroscopic Profiling in Texas Red Spectral Region. actives 0.06% (n = 59,000). max dye-equivalent concentration, M. Compound fluorescence, Texas Red channel, 547/618 nm; hits give high values; in the data active means max dye-equivalent concentration above about 10 nM; inconclusive means between about 1.1 nM and that limit
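Compound titrations in 100 mM Tris pH 8.0 were incubated 15 min at room temperature and read at 547 nm excitation / 618 nm emission. Texas Red six-point standard curve on each plate converted fluorescence to dye-equivalent concentration.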
Tau filament bind: qHTS Assay for Tau Filament Binding | Microtubule-associated protein tau (Homo sapiens), P10636 | recombinant tau filaments, thioflavin S fluorescence, 15 h; filaments grown with octadecylsulfate alongside compound | Potency, µM (titrated, usually from 57.1 µM), without a hit: top-dose activity change, negative = inhibition | actives 2% (n = 71,000) | AID 596, 2007;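 further: potency means the concentration at half of the fitted maximal effect; on the % scale 0 is the no-effect control and ±100 the full control effect; actives lower thioflavin S fluorescence by blocking filaments or displacing dye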
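Tau 2 uM in ThS buffer dispensed; compound added; 60 uM ODS added (finals 1 uM tau, 30 uM ODS); 15 h 37 C; fluor ex450/em510.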
ALOX15 inhib: qHTS Assay for Inhibitors of 15-hLO (15-human lipoxygenase); purified 15hLO-1, xylenol orange hydroperoxide absorbance; Potency, µM (highest dose often 57.1 µM), inactives show top-dose activity change, negative = inhibition, usual class: inhibitors; AID 887, 2007; Polyunsaturated fatty acid lipoxygenase ALOX15 (Homo sapiens), P16050; actives 1.4% (n = 74,000); further: potency means the concentration at half of the fitted maximal effect; on the % scale 0 is the no-effect control and ±100 the full control effect; nearly all actives have a fitted effect of over 55% in size
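Readout: Fe(III)-xylenol orange absorbance, 573-to-405 nm ratio as reaction progress. Enzyme 40 nM purified human 15hLO-1, substrate 50 uM arachidonic acid, 6 min RT after 15 min compound preincubation; Hepes pH 7.5 buffer with Triton X-100.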
HBB splicing: qHTS Assay for Modulators of Hemoglobin Beta Chain Splicing; AID 925, 2007; actives 0.06% (n = 65,000); HBB splicing reporter cell assay, activation; EGFP reporter with mutant IVS2-654 intron; response scale: normalised to 500 nM splice-correcting PNA; Potency, µM (doses to about 46.1 µM), inactives show at the top dose activation, actives largely listed as activators; further: potency means the concentration at half of the fitted maximal effect; 0% is about no effect
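HeLa cells stably expressing EGFP interrupted by mutant beta-globin intron 2 (IVS2-654), 500/well in 2% FCS. Treated with compound for 2 days at 37C. Splicing correction scored as total well GFP intensity (488 nm excitation, 500-520 nm emission); 500 nM antisense PNA served as control.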
Luciferase inh: qHTS Assay for Inhibitors of Firefly Luciferase. purified firefly luciferase, luminescence, 8 min. Luciferin 4-monooxygenase (Photinus pyralis), P08659. Potency, µM (titrated, usually from 57.1 µM), without a hit: at the top dose activity change, negative = inhibition, actives largely listed as inhibitors. actives 2.2% (n = 72,000); further: potency means the concentration at half of the fitted maximal effect; on the % scale 0 is the no-effect control and ±100 the full control effect; nearly all actives have a fitted effect of over 40% in size
Target sequence (P08659 whole entry, looked up): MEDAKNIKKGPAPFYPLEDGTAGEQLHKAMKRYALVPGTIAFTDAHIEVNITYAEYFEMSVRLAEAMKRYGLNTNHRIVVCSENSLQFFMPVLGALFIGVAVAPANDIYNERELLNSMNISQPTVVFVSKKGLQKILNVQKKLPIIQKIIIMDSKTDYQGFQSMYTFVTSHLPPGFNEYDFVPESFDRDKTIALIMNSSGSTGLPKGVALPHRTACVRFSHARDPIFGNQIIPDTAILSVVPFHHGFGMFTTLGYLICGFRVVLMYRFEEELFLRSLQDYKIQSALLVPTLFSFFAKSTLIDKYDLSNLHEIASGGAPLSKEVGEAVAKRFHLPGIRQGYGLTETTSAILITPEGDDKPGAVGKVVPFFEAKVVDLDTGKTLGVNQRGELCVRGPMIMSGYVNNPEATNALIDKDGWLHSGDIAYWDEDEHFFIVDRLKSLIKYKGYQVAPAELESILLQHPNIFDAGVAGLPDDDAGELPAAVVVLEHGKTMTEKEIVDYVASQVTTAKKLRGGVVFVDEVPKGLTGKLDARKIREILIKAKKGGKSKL
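Luminescence read-out after 8 min at room temperature; enzyme reaction used luciferin plus 10 uM ATP (linear range) in imidazole buffer pH 7.2 with KCl, MgCl2, Tween 20 and BSA. Each sample was run as a titration.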
* = called active by the depositor; i = inactive; ? = inconclusive; · = not tested or not shown; & = joins results of further samples; [ ] = another dose, or the depositor's remark. Unless noted, the call rests on the fitted dose curve; in most records, active means well fitted curve in the direction sought with a large enough effect; inconclusive means small, poorly fitted or top-dose-only effect, or another doubt; inactive means no such curve, though single readings can be large; an effect the other way counts as inactive or inconclusive.

Sequence of screens: Hsp90 Hop PPI | ALOX15 inhib | Tau filament bind | HADH2 inh | ERK AVP inh | CRE-bla Fsk | Rhodamine fluor | Texas Red fluor | Luciferase inh | HBB splicing | Pol III holo inh
- Fc1ccc(C2CC(c3ccccc3)Nc3ncnn32)cc1 (stereo not given)
    -1%[2.3 µM] | 15% | 11% | -15% | -9% | -2% | · | · | -2% | -1.2% | 2%
- COc1ccc(CCNC(=O)Cn2c(=O)cnc3ccccc32)cc1
    -1% | 40%[activator] | 18% | 1% | -5% | 2% | i | i | 3% | 0.4% | -8%
- Cc1onc(-c2ccccc2)c1C(=O)Nc1ccc2c(C)cc(=O)oc2c1
    2% | 1% | 0% | -23% | -14% | 22% | i | i | -1% | 0.0%[57.5 µM] | -6%
- O=C(NCc1nnc(SC/C=C/c2ccccc2)o1)c1ccco1
    -4% | -1% | 6% | 3% | -20% | -5% | i | i | 3% | -0.2% | -8%
- COc1ccc(N2CCN(c3ccc(N)cc3C#N)CC2)cc1
    -13% | -9% | ? | 46%[activator] | 3% | -7% | i | ? | 7% | 0.9% | -6%
- CCOC(=O)C1CCN(S(=O)(=O)c2c(C)n[nH]c2C)CC1
    -5% | 4% | 16% | 3% | -2% | 0% | i | i | 3% | -0.7%[0.369 µM] | -12%
- O=C(Cn1c(=O)oc2cc(S(=O)(=O)N3CCc4ccccc43)ccc21)NC1CCCC1
    -3% | -22% | 14% | -5% | -13% | -4% | · | · | 4% | 0.8% | 3%
- CC12CCC(C(=O)Nc3cccnc3)(CC1=O)C2(C)C (stereo not given)
    -5% | 4% | -8% | -3% | -9% | ? | i | ? | 0% | -0.2% | -4%
- O=C1NCCN1Cc1ccccc1F
    1% | 5% | 0% | -4% | -6% | -1% | i | i | 1% | 0.3%[0.369 µM] | 0%
- OCCn1c(SC2CCCCC2)nc2ccccc21
    -2% | -5% | -8% | 3% | ? | 1% | i | ? | -1% | -1.9% | 4%
- O=C(CC1Oc2ccccc2NC1=O)NCCCN1CCCC1=O (stereo not given)
    0%[2.3 µM] | -1% | -7% | ? | 15% | -2% | · | · | 1% | -0.5% | 0%
- C/C=C(/C)C#N
    ? | 3% | -4% | 2% | -4% | -10% | · | · | · | -0.7% | -2%
- Cc1ccc(C)c(NC(=O)CCN2CC(C)OC(C)C2)c1 (stereo not given)
    5% | -1% | 5% | -1% | 12% | -7% | i | i | 0% | -3.1% | 0%
- CC(C)NC(=O)COC(=O)c1ccc(O)cc1
    0% | 4% | -3% | 0% | 1% | ? | i | ? | 4% | 8.8% | -4%
- CCCC(=O)OCCn1c(Br)nc2c1c(=O)[nH]c(=O)n2C
    0% | 5% | 4% | 13% | -12% | 22% | i | i | 0% | 0.9% | -2%

Further results
Sequence of screens: Hsp90 Hop PPI | ALOX15 inhib | Tau filament bind | HADH2 inh | ERK AVP inh | CRE-bla Fsk | Rhodamine fluor | Texas Red fluor | Luciferase inh | HBB splicing | Pol III holo inh
- CS(=O)(=O)N(Cc1nc2sc3c(c2c(=O)[nH]1)CCCC3)C1CCCCC1
    -2% | -5% | 2% | -5% | 7% | -2% | i | ? | -36% | -3.8% | -6%
- O=C(CSc1nc2ccccc2[nH]1)Nc1ccccc1N1CCOCC1
    -7% | -3% | -28% | -21% | -19% | ? | i | i | -1% | -0.4% | 11%
- CN1CCN(c2ccnc(-c3cccnc3)n2)CC1
    4% | -1% | -1% | 11% | -5% | 1% | i | i | 1%[2.29 µM] | 1.2% | 0%
- N[C@H](CCC(=O)NCC(=O)O)C(=O)O
    1% | -2%[25.6 µM] | ? | -3% | 7% | -9% | · | · | 0% | · | -5%
- CCOC(=O)c1cnc(-n2nc(C)cc2C)nc1NC
    ? | 19% | 24% | ? | 1% | 3% | i | i | -29% | 0.6% | -17%
- CCOCCCNC(=O)C(NC(=O)CNC(C)=O)c1ccc(Cl)cc1 (stereo not given)
    ? | -1% | -5% | 9% | 19% | -2% | i | i | 0% | -1.6% | -7%
- O=C(CCN1C(=O)c2cccnc2C1=O)NC1CCCCCC1
    -18% | 6% | 3% | 0% | 15% | -1% | i | i | 4% | -0.7% | 0%
- Cn1nnc2cc(NC(=O)NCc3ccc4c(c3)OCO4)ccc21
    -6% | -9% | -2% | ? | -10% | -8% | i | i | -1% | -0.5% | -4%
- CC(C)C(NS(=O)(=O)c1ccc2c(c1)OCCO2)C(=O)NCCc1ccccn1 (stereo not given)
    1% | 0% | 2% | 6% | 45% | ? | i | i | 3% | -1.8% | 5%
- C=CCSC1=C(C#N)C(c2cc(Br)c(O)c(OC)c2)CC(=O)N1 (stereo not given)
    0% | -17% | 2% | · | -17% | -1% | i | i | 2% | · | -2%
- O=C(c1ccco1)N1CCN(S(=O)(=O)c2ccc3c(c2)OCCO3)CC1
    -2% | 9% | -4% | -6% | 6% | -5% | i | i | -2% | 0.2%[57.5 µM] | 6%
- COc1cc2c(cc1OC)-c1cc(=Nc3c(C)cc(C)cc3C)n(C)c(=O)n1CC2
    -26% | ? | -11% | 4%&-15% | 6.3µM* | 2.5µM* | i | i | -2% | -2.2%&-0.7% | 10%
- O=C(NCCN1Cc2ccccc2C1=O)c1cccs1
    -2% | 4% | 10% | 13% | -10% | 16% | i | i | -1% | -1.1%[57.5 µM] | 0%
- CSc1nc2c(c(=O)[nH]c(=O)n2C)n1C/C=C(\C)Cl
    1% | 5% | 0% | -22% | -25% | 13µM* | i | ? | 1% | 3.2%[1.84 µM] | 6%
- COCCn1c(SCC(=O)N2CCCc3ccccc32)nc2ccccc2c1=O
    1% | -19% | 16% | -6% | -5% | ? | i | ? | -2% | -1.8% | -6%

The listing continues.
Sequence of screens: Hsp90 Hop PPI | ALOX15 inhib | Tau filament bind | HADH2 inh | ERK AVP inh | CRE-bla Fsk | Rhodamine fluor | Texas Red fluor | Luciferase inh | HBB splicing | Pol III holo inh
- C=CCN1CC2CC3(COc4cc(C)cc(C)c4)C=CC2(O3)C1=O (stereo not given)
    2% | ? | 54% | -19% | -8% | 0% | i | i | 2% | -1.0% | 0%
- CCOC(=O)c1nc(N)sc1C(=O)OCC
    1% | 5% | 12% | -4% | -6% | 11% | · | · | 2% | 0.0% | 0%
- Cc1ccc(C(=N)c2ccccc2Cc2cccc3ccccc23)c2ccccc12
    -3%[11 µM] | 11%[11.4 µM] | -2%[11.4 µM] | 3%[11.4 µM] | 7%[11.5 µM] | -6%[7.6 µM] | i | i | 2%[11.4 µM] | 1.5%[9.22 µM] | -14%[11.4 µM]
- CCSc1nnc(NC(=O)c2ccco2)s1
    -8%[11 µM] | 9%[11.4 µM] | 3%[11.4 µM] | -9%[11.4 µM] | -6% | ? | · | · | -3% | -2.0%[0.0738 µM] | 0%[11.4 µM]
- C[C@@H](C(=O)N[C@@H](CO)Cc1ccccc1)[C@H]1C[C@]1(C)[C@H](NC(=O)OCc1ccccc1)c1ccccc1
    -7% | · | -11% | 5% | 5% | -23% | · | · | · | 0.2% | 14%
- Cc1noc(C)c1COC(=O)c1cc2c(C)nn(-c3ccc(F)cc3)c2s1
    0% | 11% | 2% | 11% | 11% | -2% | i | i | 2% | -3.4% | -1%
- O=S1(=O)C=C(Oc2ccc(F)cc2)c2ccccc21
    -7% | -8% | 4% | -4% | -11% | ? | i | i | 1% | -0.1% | 0%
- COc1cc(C(=O)COC(=O)Cc2cnc3sccn23)cc(OC)c1OC
    -3% | -1% | -9% | 16% | ? | ? | i | i | 4% | 0.0%[57.5 µM] | -5%
- O=c1c2ccccc2nc(-c2ccoc2)n1CCc1ccccc1
    -4% | 3% | 38% | 2% | -11% | -14% | i | ? | 0% | -1.5% | 2%

The list is partial; count on the stated rates, not on these rows.
